TDP1 cell noCPT – qHTS for Inhibitors of human tyrosyl-DNA phosphodiesterase 1 (TDP1): qHTS in cells in absence of CPT. Potency, µM (doses to about 46.2 µM), for the others: at the top dose activity change, negative = growth inhibition, hits mostly inhibitors. AID 686978, 2013. 15% of 420,000 active. DT40 Tdp1-/- hTDP1 cells, no CPT, ATP luminescence, 48 h; also: nearly all actives have a fitted effect of over 55% in size
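Cells were dispensed at 400 per well, compounds added by pin tool, plates incubated ≥48 hr at 37 °C, then CellTiter-Glo added for 30 min at room temperature before luminescence reading. Line: DT40 Tdp1-/- complemented with hTDP1; camptothecin omitted.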
KAT2A inh – qHTS Assay for Inhibitors of GCN5L2; Potency, µM (top dose mostly 58.9 µM), inactives show top-dose activity change, negative = inhibition, hits mostly inhibitors; GCN5L2 HAT assay, ThioGlo1 CoA-SH fluorescence; 0.21% of 390,000 active; AID 504327, 2011; Histone acetyltransferase KAT2A (Homo sapiens), Q92830
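Enzyme at 20nM final was mixed with library compounds for 15 min at room temperature. Peptide H3(1-25) at 75uM, acetyl-CoA at 70uM and ThioGlo1 at 50uM were then added. Plates were read immediately and after 20 min (Ex340nm/Em540nm).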
TDP1 block – qHTS Assay for Inhibitors of Tyrosyl-DNA Phosphodiesterase (TDP1); Potency, µM (highest dose often 130 µM), for the others: at the top dose activity change, negative = inhibition, actives largely listed as inhibitors; Tyrosyl-DNA phosphodiesterase 1 (Homo sapiens), Q9NUW8; recombinant TDP1, AlphaScreen DNA substrate cleavage; 0.28% of 350,000 active; also: nearly all actives have a fitted effect of over 40% in size
Target sequence (Q9NUW8 whole entry, looked up): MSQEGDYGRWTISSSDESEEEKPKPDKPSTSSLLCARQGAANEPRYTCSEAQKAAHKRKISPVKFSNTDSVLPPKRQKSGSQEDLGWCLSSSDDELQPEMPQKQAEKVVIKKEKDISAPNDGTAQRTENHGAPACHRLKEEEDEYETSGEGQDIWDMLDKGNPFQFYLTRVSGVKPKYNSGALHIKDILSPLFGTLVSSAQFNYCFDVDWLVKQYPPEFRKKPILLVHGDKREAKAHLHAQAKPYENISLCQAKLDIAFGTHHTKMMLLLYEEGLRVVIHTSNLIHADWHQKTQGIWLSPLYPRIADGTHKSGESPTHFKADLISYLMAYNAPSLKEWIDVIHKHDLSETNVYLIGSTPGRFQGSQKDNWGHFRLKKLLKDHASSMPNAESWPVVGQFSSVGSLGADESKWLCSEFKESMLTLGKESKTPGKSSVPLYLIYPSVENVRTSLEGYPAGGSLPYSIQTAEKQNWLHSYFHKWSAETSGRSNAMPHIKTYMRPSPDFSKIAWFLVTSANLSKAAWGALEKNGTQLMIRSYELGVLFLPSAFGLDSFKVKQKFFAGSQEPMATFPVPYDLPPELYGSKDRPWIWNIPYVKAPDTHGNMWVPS
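Recombinant human Tdp1 (E. coli-expressed, 1 nM final) preincubated with compounds 15 min at room temperature, then 5'-biotin/3'-phosphotyrosine-FITC DNA substrate (15 nM final) added for 5 min. AlphaScreen beads (10 ug/ml final) added 10 min; cleavage lowers signal.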
* marks the source's active call; other numbers are inactive results; ? = inconclusive; . = not tested or not shown; & = joins results of further samples; [ ] = another dose, or the depositor's remark. Calls follow the shape of the dose curve; as a rule, active = well fitted curve in the direction sought with a large enough effect; inconclusive = small, poorly fitted or top-dose-only effect, or another doubt; inactive = no such curve, though single readings can be large; an effect the other way counts as inactive or inconclusive. % is scaled to controls: 0 for no effect and ±100 for the full control effect; potency is read from the fitted curve at half-maximal effect. Not all compounds are listed. The share of hits here may be higher or lower than overall.

| Structure | TDP1 cell noCPT | KAT2A inh | TDP1 block |
| --- | --- | --- | --- |
| COc1ccc(NC(=O)C2CC(=O)N(CCc3ccc(Cl)cc3)C2)cc1 (centres undefined) | ? | -18% | 1% |
| Fc1ccccc1Nc1nc(N2CCOCC2)nc(N2CCOCC2)n1 | ? | -2% | . |
| COc1ccccc1CNC(=O)CCC(=O)N1CC2CCCN2c2ccccc21 (centres undefined) | -14% | -6% | 1% |
| Cc1ccc(C(=O)NNC(=O)c2ccc(S(=O)(=O)N3CCCCC3)cc2)cc1 | 23µM* | ? | ? |
| CCN(CC)CCNc1ncnc2c1sc1nc(N3CCCC3)c3c(c12)CC(C)(C)OC3 | ? | -1% | 5% |
| CC(=O)Nc1ccc(S(=O)(=O)Nc2nnc(C(C)C)s2)cc1 | -5% | -3% | 4% |
| CC(NC(=O)Cn1cc(C(=O)C2CC2)c2ccccc21)c1ccccc1 (centres undefined) | -21% | -17% | 3% |
| COc1ccccc1NS(=O)(=O)c1cccc(NC(=O)C2CC2)c1 | -11% | -3% | 1% |
| Cc1ccc(NC(=O)CSc2nc3c(c(=O)[nH]2)CN(Cc2ccc4c(c2)OCO4)CC3)cc1C | -27% | -1% | 0% |
| COc1ccccc1NC(=O)CCSCCC(=O)Nc1ccccc1OC | ? | -28% | -4% |
| CCCCn1c(=O)[nH]c(=O)c2c1nc(-c1ccc(CC)c([N+](=O)[O-])c1)n2C | . | -7% | -4% |
| O=C(CN1CCCCC1)N1CCCc2ccccc21 | -7% | -3% | -6% |
| CCOC(=O)C1(CC2CC2)CCN(C(=O)c2cc(C)nc3ccc(CC)cc23)CC1 | 18µM* | -1% | 1% |
| CC1=C(C(=O)OC(C)C)C(c2ccc(C)o2)NC(=O)N1 (centres undefined) | 5% | -2% | -4%[56.1 µM] |
| Cc1cc(Cn2nc(C(=O)NCc3cccs3)cc2-c2ccccc2)on1 | -16% | -1% | -4% |

| Structure | TDP1 cell noCPT | KAT2A inh | TDP1 block |
| --- | --- | --- | --- |
| CC(=O)Nc1ccc(N=Nc2ccc(O)cc2)cc1 | ? | -2% | 0% |
| CCn1c(N)nc2ccccc21 | 3% | -7% | 6% |
| CCCCOc1ccc(CSc2nc(C)[nH]c2[N+](=O)[O-])cc1[N+](=O)[O-] | ? | -10% | . |
| O=C(Nc1ccccc1N1CCCC1)c1ccc(Cl)c(S(=O)(=O)N2CCOCC2)c1 | ? | 2% | . |
| O=C1CCC(=O)N(c2ccccc2)N1 | -7% | 1% | . |
| COc1cccc(-n2cc(CNCc3c(C(=O)N(C)C)nc4ccc(Cl)cn34)cn2)c1 | 15µM* | -2% | -4% |
| COc1ccc2c(c1)c(C(=O)N/N=C/c1cccc(O)c1)c(C)n2C | 10µM* | 0% | 6% |
| COc1ccc2cc(C(=O)NCCO)sc(=O)c2c1OC | -16% | -7% | -1% |
| O=C(Nc1ccc(O)c2c(=O)cc(-c3ccccc3Cl)oc12)c1ccc(Br)cc1 | . | ? | -2% |
| O=C(COCc1cc(-c2cccs2)on1)NCc1ccccc1Cl | -26% | -2% | -5% |
| COc1cc2[nH]c(=S)nc(NCCC(C)C)c2cc1OC | -5% | -2% | 5% |
| CC1Cc2ccccc2N1CC(=O)Nc1ccc(S(N)(=O)=O)cc1 (centres undefined) | -10% | 4% | 10% |
| CC1=[N+]([O-])C(C)(C)C(c2ccc(Br)cc2)=[N+]1[O-] | -3% | -10% | 1% |
| CCS(=O)(=O)N1CCc2cc(C(=O)N3CCN(c4ccccc4)CC3)ccc21 | 15µM* | -3% | 6% |
| O=C(COc1ccc(Cl)cc1)NCCSCc1cccc(Cl)c1 | -5% | -12% | -2% |

| Structure | TDP1 cell noCPT | KAT2A inh | TDP1 block |
| --- | --- | --- | --- |
| CCOC(=O)c1c(NC(=O)/C=C/c2ccc(OCC)cc2)sc2c1CCC2 | -13% | -6% | -5%[12.3 µM] |
| COc1cc2nc(Nc3ccc(C)c(C)c3)nc(N)c2cc1OC | 15µM* | -8%&-6% | 5% |
| COCC(C)N1CCC(n2nccc2NC(=O)CCCc2ccccc2)CC1 (centres undefined) | 8% | -17% | 0% |
| CC(C)Oc1ccc(C(=O)N(Cc2ccco2)c2ccccn2)cc1 | ? | -8% | 2% |
| Cc1ccc2nc(N3CCN(Cc4nnnn4Cc4ccccc4)CC3)c(C#N)cc2c1 | ? | -11% | 5% |
| O=C(Nc1ccccn1)c1onc2c1CCCC2 | -21% | -7% | 4% |
| Cc1cccc(C)c1NC(=O)CNC(=O)C12CC3CC(CC(O)(C3)C1)C2 | 2% | 0% | 0% |
| O=C(NC(=S)N(Cc1ccccc1)Cc1ccccc1)C1CCCCC1 | 23µM* | 1% | 1% |
| O=C(Oc1cccc(-n2cnnn2)c1)c1ccccc1Cl | -3% | ? | -5% |
| O=C(NCc1ccc(Cl)cc1)N1CCN(S(=O)(=O)c2ccccc2)CC1 | -19% | 1% | 1% |
| Cc1cccc2cc(COC(=O)C(C)C)c(=O)[nH]c12 | -2% | -6% | -2% |
| O=C(c1c[nH]c(C(=O)C(Cl)(Cl)Cl)c1)c1c(F)cccc1F | 21µM* | 2% | . |
| O=S(=O)(Nc1cccc(-c2ccc3nncn3n2)c1)c1cc(F)ccc1F | -28% | -10% | -11% |
| O=C1OCCC1Sc1ncnc2sccc12 (centres undefined) | -12% | -3% | -8% |
| COC(=O)C(NC(=O)c1ccccc1C(=O)O)c1ccc2ccccc2c1 (centres undefined) | -6% | -16% | 6% |

| Structure | TDP1 cell noCPT | KAT2A inh | TDP1 block |
| --- | --- | --- | --- |
| O=[N+]([O-])c1ccccc1/C=N/Nc1nccnc1Cl | -7% | -12% | 5% |
| Cc1ccc(-c2nc3sc(C#N)c(N)n3c(=O)c2C#N)cc1 | -3% | -7% | -8% |
| Cc1nc(SCC(=O)NCC2COc3ccccc3O2)c2c(C)c(C)sc2n1 (centres undefined) | ? | -2% | 0% |
| O=C(NC1CCCC1)C(c1ccncc1)N(C(=O)c1csnn1)C1CCCC1 (centres undefined) | -1% | -1% | 0% |
| O=C1c2ccccc2C(=O)N1CCc1nc(-c2ccccn2)no1 | -2% | -7% | 4% |
| COc1ccc(CNC(=O)Oc2ccccc2)cc1Cl | 12µM* | 8% | -2% |
| CC(C)C(=O)NC(=S)Nc1ccccc1N1CCN(C(=O)c2ccc(Cl)cc2)CC1 | 16µM* | -27% | 6% |
| CSc1nnc(CSCc2ccc(Cl)cc2Cl)n1-c1ccccc1 | 20µM* | -14% | 2% |
| N#Cc1ccc(C(=O)CN2CCN(c3ccccc3)CC2)cc1 | -24% | -1% | . |
| COc1ccc(-c2cc(C(=O)N/N=C/c3sccc3C)c3ccccc3n2)c(OC)c1 | ? | -14% | 6% |
| CCOC(=O)C1C(=O)NCC2CCCC21 (centres undefined) | 8% | -3% | 2% |
| CCN(CC)C(=O)Cn1c(C)c(/C=C/c2cc[n+](C)cc2)c2ccccc21 | ? | -13% | . |
| Cc1ccc(NC(=O)Cn2nc(-c3ccc(F)cc3)c3cnc4ccc(C)cc4c32)cc1 | -1% | 3% | 10% |
| O=C(NC1CCN(S(=O)(=O)c2ccccc2F)CC1)c1ccco1 | -4% | -9% | 3% |
| CC(Oc1cc(F)ccc1[N+](=O)[O-])C(=O)Nc1ccc(S(=O)(=O)N2CCCC2)cc1 (centres undefined) | ? | -17% | 5% |

| Structure | TDP1 cell noCPT | KAT2A inh | TDP1 block |
| --- | --- | --- | --- |
| O=C(c1ccccc1)c1ccc(N2CCCC2)cc1 | ? | -10% | -9% |
| O=C(c1cc(F)c(F)c(F)c1F)N1CCN(C(=O)C2CCCO2)CC1 (centres undefined) | -7% | -8% | 1% |
| O=C(COC(=O)c1ccccc1)NC1CCCCCC1 | -15% | 1% | -1% |
| Cc1[nH]c2ccccc2c1C(=O)Cn1c(=O)oc2ccccc21 | -23% | -2% | -2% |
| Cc1ccc(CN2CC(C(=O)NCCC3=CCCCC3)CC2=O)cc1 (centres undefined) | 12% | -3% | 1% |
| CCCn1c(C)cs/c1=N\C(=S)Nc1ccccc1 | ? | 0% | 5% |
| Cc1csc(NC(=O)Cc2c(F)cccc2Cl)n1 | ? | -5% | . |
| CCC(C)NC(=O)c1c(-c2ccccc2)c(-c2ccccc2)nn(C)c1=O (centres undefined) | -4% | -9% | 2% |
| CN1CCN(C(=O)C2=C[C@@H](c3csc4ccccc34)C[C@@H](OCc3ccc(CO)cc3)O2)CC1 | 18µM* | -2% | -3% |
| COc1ccc(C(c2nnnn2CC2CCCO2)N2CCC(C(N)=O)CC2)cc1 (centres undefined) | -23% | 3% | 0% |
| O=C(O)CC(C(=O)O)n1nc(-c2ccccc2)cc1-c1ccccc1 (centres undefined) | -2% | 0% | -2% |
| O=C(O)c1ccccc1NN=C1CCCCC1 | -5% | -5% | 10% |
| O=C(COc1ccc(S(=O)(=O)NCc2ccccc2)cc1Cl)N1CCOCC1 | -8% | -3% | -3% |
| COc1ccccc1/C=C1\CCC(C2CCCC2)C1=O (centres undefined) | ? | -14% | . |
| NS(=O)(=O)c1ccc(CCNC(=O)C2CCN(S(=O)(=O)c3ccccc3)CC2)cc1 | 2% | -5% | 1% |

Quoted at random: 3 entries already listed
| Structure | TDP1 cell noCPT | KAT2A inh | TDP1 block |
| --- | --- | --- | --- |
| COc1ccccc1/C=C1\CCC(C2CCCC2)C1=O (centres undefined) | ? | -14% | . |
| Cc1ccc(CN2CC(C(=O)NCCC3=CCCCC3)CC2=O)cc1 (centres undefined) | 12% | -3% | 1% |
| O=C(O)c1ccccc1NN=C1CCCCC1 | -5% | -5% | 10% |

Full records, quoted from the list.
Listed for `Cc1csc(NC(=O)Cc2c(F)cccc2Cl)n1` = TDP1 cell noCPT = ?; KAT2A inh = -5%; TDP1 block = .
Listed for `CN1CCN(C(=O)C2=C[C@@H](c3csc4ccccc34)C[C@@H](OCc3ccc(CO)cc3)O2)CC1` = TDP1 cell noCPT = 18µM*; KAT2A inh = -2%; TDP1 block = -3%

Additional structures follow.
| Structure | TDP1 cell noCPT | KAT2A inh | TDP1 block |
| --- | --- | --- | --- |
| O=S(=O)(c1ccc(F)cc1)N1CCN(C(=S)NC2CC2)CC1 | ? | -2% | 0% |
| Cc1ccc(CNC(=O)CSc2ncc(S(=O)(=O)c3ccc(Br)cc3)c(=O)[nH]2)cc1 | 2% | -3% | 0% |
| Cc1ccccc1NC(=O)CSc1nnc(-c2cccc(Cl)c2)o1 | -1% | -6% | -6% |
| O=C(CC(=O)Nc1ccccc1C(=O)O)NNC(=O)Cc1ccccc1 | -3% | -16% | -5% |
| O=C(CSc1nnc(-c2ccccn2)n1Cc1ccco1)c1ccc(-c2ccccc2)cc1 | ? | 11% | 5% |
| NC(=O)C1CCN(c2oc(/C=C/c3ccccc3)nc2S(=O)(=O)c2ccccc2)CC1 | ? | -9% | 5% |
| CC1CCCCC1NC(=O)COC(=O)c1ccc2ccccc2n1 (centres undefined) | 7% | -9% | 3% |
| CCC(=O)N1CCCc2cc(S(=O)(=O)N3CCC(C(=O)Nc4ccc(C#N)cc4)CC3)ccc21 | ? | -2% | 0% |
| COc1cccc(CCNC(=O)c2ccc(Cn3c(SCc4ccccc4)nc4cccnc43)cc2)c1 | 21µM* | -3% | 2% |
| O=C(O)CC(NC(=O)c1sc2ccccc2c1Cl)c1ccc(OC2CCCC2)cc1 (centres undefined) | 3% | -26% | 5% |
| COc1ccccc1NC(=O)C1C2C=CC(O2)C1C(=O)O (centres undefined) | . | -4% | 4% |
| CCOC(=O)c1cnc(-n2nc(C)cc2C)nc1N1CCOCC1 | ? | -2% | 3% |
| NC1=C(O)C(=O)C(c2ccccc2)O1 (centres undefined) | 5% | 2% | -15% |
| Cc1cc(C)c(S(=O)(=O)Nc2nnc(CC(C)C)s2)c(C)c1 | -2% | 1% | . |
| O=C(NNC(=O)c1c(F)cccc1F)c1ccccc1OC(F)(F)F | 1% | -5% | 0% |

| Structure | TDP1 cell noCPT | KAT2A inh | TDP1 block |
| --- | --- | --- | --- |
| O=c1[nH]c2ccc(S(=O)(=O)Nc3ccc(Cl)cc3)cc2o1 | 3% | -1% | 4% |
| Cc1ccsc1CN(C)CC(=O)NCC(=O)Nc1ccc(F)cc1 | -4% | -4% | 0% |
| CC(=O)Nc1c(-c2ccc(F)cc2)nc2ccccn12 | -6% | -5% | 2% |
| COc1ccccc1NC(=S)N1CC(C)OC(C)C1 (centres undefined) | -22% | 0% | 1% |
| CS/C(=N\S(=O)(=O)c1ccc(Cl)cc1)c1ccccc1 | -23% | 2% | -3% |
| O=C(c1ccc(C(F)(F)F)cc1)N1CCC(=O)N(C(COCc2ccc(C(F)(F)F)cc2)Cc2ccccc2)CC1 (centres undefined) | 18µM* | -23% | -3% |
| NC(=O)c1ccc(N=C2C(=O)Nc3ccc([N+](=O)[O-])cc32)cc1 | ? | -10% | 8% |
